GLP1R ag – qHTS of GLP-1 Receptor Agonists; HEK293 GLP-1R CRE-luciferase, luminescence, 4-6 h; cells express a hypersensitive GLP-1R form; Potency, µM (series often up to 45.6 µM), without a hit: at the highest dose activation, most hits filed as activators; 380,000 tested, 0.007% active; AID 624172, 2012; also: % of control where 0% means no effect
Target sequence (P43220 whole entry, looked up): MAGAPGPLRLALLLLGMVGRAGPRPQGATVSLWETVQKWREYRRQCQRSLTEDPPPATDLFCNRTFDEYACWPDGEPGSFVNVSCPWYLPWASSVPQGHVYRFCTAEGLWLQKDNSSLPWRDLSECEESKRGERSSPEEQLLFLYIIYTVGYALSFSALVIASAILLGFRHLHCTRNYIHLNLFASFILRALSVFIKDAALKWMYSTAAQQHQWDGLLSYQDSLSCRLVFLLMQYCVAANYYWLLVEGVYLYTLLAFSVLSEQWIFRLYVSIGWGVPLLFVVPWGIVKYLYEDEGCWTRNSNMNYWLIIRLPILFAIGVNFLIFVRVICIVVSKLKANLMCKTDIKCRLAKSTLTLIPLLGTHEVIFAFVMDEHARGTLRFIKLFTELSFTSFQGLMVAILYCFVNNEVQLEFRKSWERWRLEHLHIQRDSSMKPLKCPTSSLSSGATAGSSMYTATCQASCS
GLP1R inv ag – qHTS of GLP-1 Receptor Inverse Agonists (Inhibition Mode); Glucagon-like peptide 1 receptor (Homo sapiens), P43220; HEK293 GLP-1R CRE-luciferase, luminescence, 24 h; GLP-1R form is constitutively active; Potency, µM (series often up to 38.3 µM), inactives show top-dose activity change, negative = inhibition, usual class: inhibitors; 410,000 tested, 1.6% active; AID 624417, 2012; also: % is scaled to controls: 0 for no effect and ±100 for the full control effect; nearly all actives have a fitted effect of over 55% in size
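Constitutively active GLP-1R drives a cAMP-responsive luciferase in stably transfected HEK293 cells; test compounds are added after overnight (12 h) attachment and left 24 hr, and signal loss in luminescence marks inhibition.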
HT1080 IDH1KD tx – qHTS for induction of synthetic lethality in tumor cells producing 2HG: qHTS for the HT-1080-IDH1KD cell line. AID 686971, 2013. 360,000 tested, 2% active. HT-1080 IDH1 knockdown viability, ATP luminescence, 48 h. Potency, µM (doses to about 46.1 µM), inactives show at the top dose activity, negative = toxicity, hits mostly cytotoxic;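 also: 0% = DMSO wells and -100% = cell-free medium wells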
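IDH1KD HT-1080 cells, 750/well, RPMI + 5% FBS; compound pinned after 2 h settling; 48 h, 37 °C; CellTiter-Glo luminescence; % activity normalised to DMSO and no-cell wells; curves fitted, classed by r2 and efficacy.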
SW480 rerep – A quantitative high throughput screen for small molecules that induce DNA re-replication in SW480 colon adenocarcinoma cells; Potency, µM (top dose mostly 46.1 µM), for inactives: at the highest dose re-replication activation, usual class: activators; AID 624297, 2012; SW480 DNA re-replication, Hoechst DNA content imaging, 48 h; 340,000 tested, 1.8% active; also: % of control where 0% means no effect; nearly all actives have a fitted effect of over 55% in size
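Compounds, transferred as 23 nL by pin tool, were incubated with cells for 48 hr; DNA content per nucleus was then quantified by Hoechst staining and fluorescence plate imaging.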
HEK293 tox – qHTS of GLP-1 Receptor Inverse Agonists: Cytotox Screen; HEK293 cAMP-luciferase reporter cells, luminescence, 24 h; Potency, µM (titrated, usually from 38.3 µM), for inactives: at the highest dose activity change, negative = inhibition, most hits filed as inhibitors; 410,000 tested, 0.13% active;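 also: loss of luciferase light is scored as toxicity; % is scaled to controls: 0 for no effect and ±100 for the full control effect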
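MLSMR compounds, 24 hr on cells at 37 deg C/5% CO2; luminescence after luciferase reagent (12 min RT). Inhibition counted as the undesired cytotoxic outcome.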
KB-3-1 cytotox – qHTS assay for MDR1-selective chemotherapeutics: Primary screen using the parental adenocarcinoma cell KB-3-1; KB-3-1 viability, CellTiter-Glo ATP luminescence, 72 h; Potency, µM (titrated, usually from 46.1 µM), inactives show top-dose activity change, negative = cytotoxic, most hits filed as cytotoxic; 400,000 tested, 1.4% active; also: % is scaled to controls: 0 for no effect and ±100 for the full control effect; nearly all actives have a fitted effect of over 60% in size
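KB-3-1 cells, DMEM (no phenol red) + 10% FBS; compound by pin transfer, 72 h, 37 °C. Readout: CellTiter-Glo luminescence after 10 min. Data normalized, curve-fitted.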
HT1080NT lethal – qHTS for induction of synthetic lethality in tumor cells producing 2HG: qHTS for the HT-1080-NT fibrosarcoma cell line; 360,000 tested, 1.6% active; Potency, µM (top dose mostly 46.1 µM), without a hit: at the highest dose activity, negative = less viability, actives largely listed as cytotoxic; HT-1080-NT fibrosarcoma viability, CellTiter-Glo ATP luminescence, 48 h;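 also: NT is the 2HG producing partner of a matched IDH1 knockdown line; 0% = DMSO-treated cells and -100% = media-only wells without cells; nearly all actives have a fitted effect of over 55% in size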
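HT-1080-NT fibrosarcoma cells (2HG-overproducing), 750 cells/well in RPMI with 5% FBS, dosed after 2 h and incubated 48 h at 37C. CellTiter-Glo luminescence normalized to DMSO and no-cell wells; concentration-response curves fitted and classed.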
TDP43 rescue – qHTS of TDP-43 Inhibitors. TDP-43 expressing yeast growth rescue, BacTiter-Glo, 24 h. Potency, µM (highest dose often 46.1 µM), without a hit: at the highest dose growth rescue (activation), actives largely listed as activators. 410,000 tested, 1.8% active. AID 652104, 2013; also: % of control where 0% means no effect; nearly all actives have a fitted effect of over 50% in size
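Luminescence from BacTiter-Glo reports growth of TDP-43-expressing yeast after 24 hr at 30 deg C with compound. Cells were raffinose-pregrown to mid-log, then seeded in galactose medium at OD600=0.02.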
KB-V1 MDR tox – qHTS assay for MDR1-selective chemotherapeutics: Primary screen using the drug-selected MDR subline cells KB-V1. KB-V1 MDR cells viability, CellTiter-Glo, 72 h. Potency, µM (top dose mostly 46.1 µM), for the others: at the top dose activity change, negative = cytotoxicity, most hits filed as cytotoxic. 400,000 tested, 3.4% active; also: % is scaled to controls: 0 for no effect and ±100 for the full control effect; nearly all actives have a fitted effect of over 60% in size
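Compound-treated KB-V1 multidrug-resistant cells, 72 h, 37 degrees C; viability by CellTiter-Glo. Fitted qHTS curves give the values.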
Numbers without * were called inactive; ? = inconclusive; / = no result given; [ ] = remark or other dose. Calls follow the shape of the dose curve; as a rule, active = well fitted curve in the direction sought with a large enough effect; inconclusive = small, poorly fitted or top-dose-only effect, or another doubt; inactive = no such curve, though single readings can be large; an effect the other way counts as inactive or inconclusive. Potency is read from the fitted curve at half-maximal effect.

SMILES	GLP1R ag	GLP1R inv ag	HT1080 IDH1KD tx	SW480 rerep	HEK293 tox	KB-3-1 cytotox	HT1080NT lethal	TDP43 rescue	KB-V1 MDR tox
CCOc1ccc(C(CC(=O)O)NC(=O)COc2ccccc2)cc1OC (centres undefined)	-0.4%	-3.2%	12.6%	-5.0%	18.0%	1.6%	20.9%	-15.3%	-0.9%
O=c1[nH]c(-c2ccc(O)cc2)nc2scc(-c3cccs3)c12	9.2%	37.2%	-1.1%	11.8%	2.9%	-27.3%	4.3%	7.2%	-5.8%
O=C(Oc1ccc[nH]c1=O)c1cccc(Cl)c1	-8.4%	?	?	0.7%	1.0%	-2.3%	?	-2.2%	-1.8%
Cc1cc(-c2ccc(C)c(S(=O)(=O)NCc3ccc(Cl)cc3)c2)on1	/	?	/	/	-12.5%	-19.7%	/	31.6µM*	-7.1%
O=C(C1CCN(S(=O)(=O)c2cccc3cccnc23)CC1)N1CCN(c2ccc(Cl)cc2)CC1	-2.4%	?	-23.9%	-8.1%	-25.8%	-10.2%	3.0%	18.0%	-2.2%
CCOc1ccc(NC(=O)Nc2cccs2)cc1	-7.3%	?	-25.3%	27.2%	0.3%	-29.7%	-17.6%	-4.2%	-13.5%
O=C(COC(=O)c1ccccn1)Nc1nccs1	-9.8%	0.5%	17.7%	-7.1%	-9.4%	-5.8%	11.2%	1.0%	?
CC1CCN(CC(=O)N(C)c2c(N)n(Cc3ccccc3)c(=O)[nH]c2=O)CC1	2.8%	0.0%	-8.6%	37.3%	-4.8%	-11.8%	-5.7%	-26.9%	-9.8%
COc1cc(CN2CCCC(CO)(Cc3ccccc3C)C2)cc2c1OCO2 (centres undefined)	9.7%	?	?	-12.4%	-17.3%	?	-29.4%	-6.7%	-9.4%
Cc1ccc(C2C3=C(CC(C)(C)CC3=O)NC3=C2C(=O)CC(C)(C)C3)o1	25.9%	-4.8%	14.8%	-5.4%	61.6%[activator]	1.7%	14.1%	1.4%	-13.7%

Some of the entries so far, as labelled records:
CCOc1ccc(C(CC(=O)O)NC(=O)COc2ccccc2)cc1OC (centres undefined)
  GLP1R ag: -0.4%
  GLP1R inv ag: -3.2%
  HT1080 IDH1KD tx: 12.6%
  SW480 rerep: -5.0%
  HEK293 tox: 18.0%
  KB-3-1 cytotox: 1.6%
  HT1080NT lethal: 20.9%
  TDP43 rescue: -15.3%
  KB-V1 MDR tox: -0.9%
O=c1[nH]c(-c2ccc(O)cc2)nc2scc(-c3cccs3)c12
  GLP1R ag: 9.2%
  GLP1R inv ag: 37.2%
  HT1080 IDH1KD tx: -1.1%
  SW480 rerep: 11.8%
  HEK293 tox: 2.9%
  KB-3-1 cytotox: -27.3%
  HT1080NT lethal: 4.3%
  TDP43 rescue: 7.2%
  KB-V1 MDR tox: -5.8%

The results go on:
SMILES	GLP1R ag	GLP1R inv ag	HT1080 IDH1KD tx	SW480 rerep	HEK293 tox	KB-3-1 cytotox	HT1080NT lethal	TDP43 rescue	KB-V1 MDR tox
COc1ccc(NC(=O)Nc2cnccn2)cc1OC	9.2%	43.2%[activator]	18.0%	-11.7%	-5.6%	-20.1%	9.8%	0.3%	?
CC1(C)CNC(=O)c2sc(NC(=O)c3ccccc3)nc2C1	8.9%	6.0%	2.2%	-2.3%	1.8%	-5.7%	-1.8%	2.1%	-2.1%
CCCNC(=O)c1ccc(Cn2c(SCC(=O)NC(C)C)nc3ccccc3c2=O)cc1	-6.3%	0.5%	/	/	4.9%	17.6%	/	15.7%	?
CC1CCN(S(=O)(=O)c2ccc3c(ccn3CC(=O)NCc3ccccc3F)c2)CC1	/	-23.7%	/	/	2.8%	-9.0%	/	5.8%	-3.3%
Cc1nn(C(C)C(=O)NCc2ccccc2F)c(=O)c2nn(-c3ccccc3)c(C)c12 (centres undefined)	5.9%	-3.6%	1.0%	-13.2%	-1.1%	16.4%	-1.3%	0.4%	1.5%
Cc1ccc(OCC(=O)N(C)CC(=O)Nc2ccc(F)c(F)c2F)cc1	2.1%	-16.2%	-4.6%	?	7.0%	0.2%	-2.8%	-9.7%	-19.0%
CCCCSc1ccc(NC(=O)c2cccnc2)cc1	13.1%	3.8%	?	-8.4%	15.1%	?	0.4%[9.24 µM]	17.7%	0.0%
CC1(C(=O)O)CCC(C(=O)N2CCOCC2)C1(C)C (centres undefined)	0.5%	0.5%	14.4%	-2.0%	-1.3%	-4.8%	11.7%	13.7%	9.8%
Cc1c([N+](=O)[O-])cc(C(=O)Oc2cccc(C(=S)N3CCOCC3)c2)cc1[N+](=O)[O-]	-4.4%	-10.4%	-2.2%	-9.3%	1.9%	6.9%	-6.0%	-5.7%	-1.8%
COc1ccc(C2CC(=O)Oc3c(C(CCN4CCOCC4)c4cc(OC)c(OC)c(OC)c4)c(OC)cc(OC)c32)cc1 (centres undefined)	5.3%	14.9%	-9.3%	2.0%[9.22 µM]	1.8%	-1.7%	-6.8%	-12.1%	3.3%
CCOC(=O)C1CCN(C(c2cccc(F)c2)c2sc3nc(C)nn3c2O)CC1 (centres undefined)	-5.5%	-8.5%	3.0%	-9.8%	0.5%	-7.6%	-0.4%	14.5%	12.4%
S=c1[nH]nc(-c2cc(-c3ccco3)[nH]n2)n1-c1ccccc1Cl	-2.6%	31.3%[activator]	-2.6%	-7.5%	13.3%	20.7%	-3.0%	1.0%	16.3%
CCN1CCCc2cc(CN(CCN3CCOCC3)C(=S)Nc3cc(F)cc(F)c3)ccc21	4.8%	?	1.0%	2.8%	10.5%	?	0.0%	0.7%	?
Cc1ccc(N/N=C(\C#N)C(N)=S)cc1C	7.5%	0.282µM*	-2.5%	20.3%	?	2.3%	-25.1%	14.0%	?
Cc1ccc(CN(Cc2ccco2)C(=O)c2ccc(OCC(C)C)cc2)cc1	/	?	/	/	5.5%	-10.2%	/	-8.2%	-3.4%
CCc1ccc(NC(=O)CSc2nc(-c3ccccc3)c(C#N)c(=O)[nH]2)cc1	/	13.6%	/	/	-11.2%	0.1%	/	3.7%	16.7%
COc1cccc(C2C(C(=O)c3sc(C)nc3C)=C(O)C(=O)N2CCN2CCOCC2)c1OC (centres undefined)	-17.3%	17.6%	4.9%[9.24 µM]	-4.9%	4.2%	7.7%	13.7%	11.1%	-1.2%
Cc1cccc(S(=O)(=O)Nc2cccc3c2C(=O)c2ccccc2-3)c1	-4.9%	-7.7%	-16.0%	?	10.3%	-28.9%	-3.3%	23.2%	-18.8%
Cc1ccc(C(=O)O/N=C(\N)c2cccnc2)cc1[N+](=O)[O-]	9.5%	41.0%	2.3%	?	-0.6%	12.8%	?	24.7%	17.0%
COc1ccccc1C(=O)NC(CCSC)C(=O)N1CCN(C/C=C/c2ccccc2)CC1 (centres undefined)	-1.1%	?	1.7%	?	-14.7%	16.9%	-0.3%	2.2%	?
COc1ccc2ccccc2c1C1CC(=O)N2CN(Cc3ccco3)CSC2=C1C#N (centres undefined)	-0.2%	0.6%	-0.1%	8.1%	-1.3%	2.8%	-0.7%	0.0%	-3.1%
COc1ccc2c(c1)[C@H]1[C@H](CO2)[C@H](c2ccccc2)[C@]2(C)C(=O)Nc3cc(F)c(F)cc3C(=O)N12	-3.5%	?	-25.0%	?	5.0%	?	-24.3%	-39.4%[inhibitor]	?
NNC(=O)CSc1c(-c2ccccc2)c2cc(Cl)ccc2[nH]c1=O	14.3%	-12.8%	-2.4%	-8.0%	0.3%	7.1%	-2.3%	4.4%	15.5%
O=C(CSc1nc2c(sc3ccccc32)c(=O)n1CCCN1CCCC1)NCc1ccccc1	3.6%	?	?	18.1%	?	-7.0%	?	-33.2%[inhibitor][9.22 µM]	?
CC(=O)Nc1cccc(NC(=O)CSc2nc(=O)n(CCCN3CCOCC3)c3c2CCC3)c1	1.3%	15.8%	-4.7%	0.1%	-4.3%	-3.6%	-3.0%	2.5%	26.4%
CC(C)(C)c1cc(CN2CCN(CCO)CC2)cc(C(C)(C)C)c1O	-13.7%	-27.0%	?	-2.8%	6.9%	13.8%	0.7%	-9.2%	2.5%
Cc1ccc2[nH]cc(CCNC(=O)CN3C(=O)c4ccccc4C3=O)c2c1	-3.6%	7.1%	17.6%	-8.6%	-1.9%	6.2%	8.2%	22.5%	-0.8%
C#CCOc1ccc(/C=C2/C(=O)NN(c3ccc(F)cc3)C2=O)cc1OC	6.9%	?	-20.5%	-8.9%	-25.2%	13.0%	-25.5%	-5.7%	?
CCOC(=O)C1CCN(C(=O)CSc2n[nH]c(-c3ccccc3Cl)n2)CC1	/	19.8%	/	/	-7.4%	2.9%	/	-11.4%	-1.1%
CC1CCC(NC(=O)C(NS(=O)(=O)c2cccc3nsnc23)C(C)C)CC1 (centres undefined)	1.3%	6.8%	8.9%	-11.1%	-2.9%	-39.9%	16.9%	-3.0%	4.2%
Cc1ccc(CNC(=O)c2ccccc2NC(=O)C2=CSCCO2)cc1	-1.3%	8.5%	-1.5%	-5.1%	-0.6%	13.3%	2.0%	5.9%	0.0%
COc1cccc(C(=O)Nc2ccccc2-c2ccccc2)c1	1.8%	?	-3.6%	-2.4%	21.0%	-2.7%	-4.1%	?	-21.0%
O=C(/C=C\c1ccc(-c2ccccc2)o1)c1ccccc1	2.4%	5.0%	-20.7%	18.1%	24.5%	7.9%	-11.2%	2.2%	0.0%
O=C(COC(=O)c1cc(Cl)nc2ccccc12)c1ccc(Cl)cc1	0.6%	13.7%	-2.4%	-2.1%	9.6%	-1.0%	-2.7%	-16.5%	?

Compound activity (PubChem)
